Dynein transport – dynein cargo transport inhibition | 3617.4 mouse cells, GR-EGFP nuclear translocation imaging; test concentration mostly 20 µM; stimulated with dexamethasone, 1 µM; active compounds read low | z-score, hits read low | 220,000 compounds, 0.47% hits | AID 1381;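 active = plate z-score of nuclear minus cytoplasmic receptor signal below a set negative limit, without overly bright fluorescence or cell loss, cut at about -3.5 in these data, passing the limit was not always enough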;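 note: z-score of nuclear minus cytoplasmic ring GR-EGFP intensity difference per well; some compounds called inactive have numbers as strong as hits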
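Schedule: 48 h induction, then 1 h compound, then 30 min agonist, 37 °C. Buffer or medium: tetracycline-free induction medium containing charcoal-stripped FBS. Reagent: 1.0 µM final dexamethasone stimulus. Evaluation: nuclear versus cytoplasmic GR-EGFP signal, averaged per well. Signal: high-content fluorescence imaging after fixation.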
Autophagy HCS – alters autophagy in cells; MEF GFP-LC3 puncta imaging; test concentration mostly 10 µM; calls only at 10 µM (by protocol); 190,000 compounds, 0.98% hits; AID 463193;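 active = percentage of spot-positive cells more than 3 SD above its plate mean, without a fluorescence outlier flag or 80% toxicity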;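 note: spot-positive cell cutoff set from DMSO-treated cells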
HEK293 NOD2/NF-kB – NOD2 signaling inhibitors, cell-based, luminescence, uHTS, HEK293 (AID 1566) | 290,000 compounds, 0.63% hits | HEK293 NOD2/NF-kB luciferase reporter, luminescence; higher % means a stronger effect | one-dose inhibition, % at 4 µM; EC50 in µM for titrated hits; in the data active = inhibition above about 50%; note: many of its hits are not listed in these tables
Yfh1-depleted yeast – enhancers of respiration in Yfh1-depleted yeast, dose response, Friedreich's ataxia, plus single-dose screen (AID 1465) | S. cerevisiae Yfh1-off respiration, WST-1 reduction, 72 h; higher fold induction means a stronger effect | fold induction at 50 µM; hits with a dose series show EC50 in µM | 220,000 compounds, 0.074% hits;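 active = fold induction of absorbance versus untreated yeast above a set limit, then at least 30% activation at any dose in follow-up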;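 note: activators that raise dye reduction in frataxin-depleted yeast; strong numbers were not always called active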
Lipid droplet – modulators of hepatic lipid droplet formation | AML12 mouse hepatocytes, oleate lipid droplets, BODIPY imaging | inhibition, % at 6.5 µM | 240,000 compounds, 0.4% hits | AID 1656;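 active = lipid droplet intensity inhibited by at least 50%, with more than 500 cells counted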
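Assay system: AML12 hepatocytes (mouse); Probe or stimulus: oleic acid at 100 µM to induce lipid droplet formation; Dosing: compound at 6.5 µM only; Schedule: compound with oleate, overnight; Detection: fluorescence imaging, 20x objective, two fields per well; Measure: % inhibition of lipid droplet signal.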
b-catenin transl – modulators of beta-catenin nuclear translocation; HeLa beta-catenin nuclear translocation, immunofluorescence imaging; nuclear translocation activity, % at 5 µM; 190,000 compounds, 0.3% hits; AID 1665;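 active = nuclear translocation activity above 50% at 5 µM, with a well cell count of 50 or more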;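 note: per-cell ratio of nuclear to cytoplasmic median beta-catenin stain intensity; plate controls were DMSO negative control for no effect and GSK-3 inhibitor IX positive control for full effect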
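System: HeLa cells, endogenous beta-catenin; compound dosing: 5 µM primary single dose, 0.1% DMSO, 0.02–20 µM confirmation series; incubation: 24 h compound exposure at 37°C, 5% CO2; signal: beta-catenin immunofluorescence imaging with DAPI; evaluation: % activation, nuclear-to-cytoplasmic median beta-catenin signal ratio per cell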
MT stabilizer – stabilizes microtubules in HeLa cells; % tubulin-high responders, % at 10 µM; 200,000 compounds, 0.83% hits; AID 2205; HeLa tubulin immunostaining HCS, 24 h; share of cells brighter than vehicle mean+2SD;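 active = plate Z-score above 3 for both tubulin-high and condensed-nucleus cell shares, with cell loss under 80%, at 10 µM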;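 note: anti alpha tubulin signal scored within the nucleus-defined area of each cell; some results filed as inactive read as strong as hits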
WT yeast gro inh – growth inhibition of WT yeast, mitochondrial fusion screen | inhibition, % at 10 µM | AID 1362 | mitochondrial fusion phenotypic screen, WT strain | 190,000 compounds, 2.1% hits; in the data active = inhibition above about 58%; tested in S. cerevisiae
Insulin prom up – MIN6 insulin promoter up-regulation. 190,000 compounds, 0.3% hits. z-score at 5 µM. MIN6 insulin promoter-GFP reporter, high-content imaging; active compounds read high;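 active = z-score above 3 at 5 µM with at least 500 cells counted in the well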
WT yeast gro inh mutant strain – further read-out of WT yeast gro inh, marked with its call; inhibition, %; mitochondrial fusion phenotypic screen, mutant strain inhibition
Dynein transport cytoplasmic EGFP – also measured in Dynein transport; calls as there; z-score; measured here: cytoplasmic GR-EGFP intensity; active compounds read high
Dynein transport nuclear GR-EGFP – further read-out of Dynein transport, marked with its call; z-score; measured here: nuclear GR-EGFP intensity;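 lower value marks the stronger effect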
Dynein transport cell count – second read-out of Dynein transport, no call of its own (marks repeat the call); z-score; measured here: cell count per field
Insulin prom up cell count – recorded beside Insulin prom up, whose call it bears; cell count; measured here: cytotoxicity, nuclei count;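 total cells summed across four imaged fields per well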
Lipid droplet cells 6.5 µM – recorded beside Lipid droplet, whose call it bears; cell count; measured here: cell count, cytotoxicity flag;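 cells counted across two imaged fields per well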
b-catenin transl cell count 5 µM – second read-out of b-catenin transl, no call of its own (marks repeat the call); cell count; measured here: cell count, cytotoxicity flag
MT stabilizer Hoechst-high % – further read-out of MT stabilizer, marked with its call; % Hoechst-high responders; measured here: nuclear condensation Hoechst responders;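 share of cells brighter than vehicle mean plus two SD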
MT stabilizer cytotoxicity % – further read-out of MT stabilizer, marked with its call; toxicity, %; measured here: cytotoxicity by cell density;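 0% = mean cell density of plate MIN control wells and 100% = no cells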
Autophagy HCS cell loss 18 h – also measured in Autophagy HCS; calls as there; toxicity, %; measured here: cell loss, nuclei count;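 cell loss after 18 h compound exposure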
An asterisk follows results filed as active; i = inactive; . = no result given. An excerpt; the hit share may differ from the screen's.

smiles	Dynein transport	Dynein transport cytoplasmic EGFP	Dynein transport nuclear GR-EGFP	Dynein transport cell count	Autophagy HCS	Autophagy HCS cell loss 18 h	HEK293 NOD2/NF-kB	Yfh1-depleted yeast	Lipid droplet	Lipid droplet cells 6.5 µM	b-catenin transl	b-catenin transl cell count 5 µM	MT stabilizer	MT stabilizer Hoechst-high %	MT stabilizer cytotoxicity %	WT yeast gro inh	WT yeast gro inh mutant strain	Insulin prom up	Insulin prom up cell count
Cc1cc(C(=O)CSc2nnnn2-c2ccc(O)cc2)c(C)n1Cc1ccc2c(c1)OCO2	-0.53	-0.16	-0.063	0.21	i	-10	12%	i	0	712	1.3	1098	1.5	3.4	6.1	22	21	-0.95	1202
C/C(=N\OC(=O)c1ccc(F)cc1)c1nccs1	0.69	-0.24	0.63	-0.21	i	10	-6%	i	.	.	-1.2	1357	0.6	1.9	7.4	1	-7	1.6	1464
Cc1sc2ncnc(SCC(=O)NNC(=O)c3ccco3)c2c1C	0.15	1.4	0.59	-0.0093	i	4	10%	i	-3	654	-2.2	1062	2.9	1.2	6.2	10	2	1.3	1549
Fc1ccc(Cn2cccc2C2=NC(c3ccccc3)CO2)cc1 (stereo not drawn)	1.3	0.2	0.63	-0.32	i	-5	-6%	i	-19	754	-0.9	1080	3.7	3.0	7.9	3	-19	-0.07	1247
O=C(O)CSc1nc2ccccc2n1-c1ccccc1	-0.33	-0.33	0.085	0.81	i	-2	18%	i	0	766	0.3	1077	4.1	1.1	5.8	-15	-6	0.06	1457
COc1cc(N)ccc1NC(=O)c1cccs1	0.81	-0.22	0.86	-1.3	i	-9	-5%	i	-1	762	.	.	2.2	1.8	6.8	-5	-68	0.55	1125
O=C(Nn1cc(C(=O)Nc2ccccc2F)c2ccccc2c1=O)c1cnccn1	-0.09	0.58	0.51	0.94	i	7	14%	i	1	689	-1.4	945	4.5	2.1	3.0	7	-4	0.71	1097
CN(C)CC#CCOC(c1ccccc1)c1ccccc1	0.25	-0.12	0.73	0.36	i	-1	16%	i	1	715	1.2	1036	2.4	2.4	2.0	15	0	-0.06	1385
Cc1cc(/C=C(\C#N)C(=O)OCC(=O)Nc2ccc(OC(F)F)cc2)c(C)n1CC(C)C	0.61	-0.16	0.72	-1.6	i	-4	-24%	i	4	553	-0.5	1078	2.3	1.6	8.1	7	-2	1.3	1466
COc1ccc(Cl)cc1NC(=O)Cn1nc(-c2ccc(C)cc2)n(C)c1=S	-0.093	-0.061	-0.15	0.17	i	1	11%	i	-17	695	-2.6	560	2.8	2.1	2.1	9	-23	-0.62	1174
O=C(CSCC(=O)N1CCCCC1)Nc1nc(-c2ccccc2)c(-c2ccccc2)s1	-0.95	-0.14	0.18	0.75	i	2	10%	i	89*	681*	9.7	495	2.0	2.6	9.7	60*	-2.6*	-0.16	1206
COc1ccc(NC(=O)CSc2nnc(N)s2)c([N+](=O)[O-])c1	-0.097	-0.26	0.037	0.055	i	21	9%	i	13	720	1.5	1048	3.9	1.7	6.1	-1	-8	.	.
COCc1cc(C)nc2sc(C(=O)NN)c(-n3cccc3)c12	-0.58	-0.21	-0.33	0.17	i	9	12%	i	-6	661	0.2	1169	3.1	1.9	5.7	-3	-7	-0.27	1219
O=C(NCc1ccccc1Cl)C(=O)c1c[nH]c2ccccc12	-0.6	-0.11	-0.18	0.32	i	16	-9%	i	-7	733	0.2	1524	3.2	2.0	6.4	27	43	-0.13	1451
CC(=O)Nc1ccc(OCC(O)CNC2CCCC2)cc1 (stereo not drawn)	0.95	-0.17	0.83	0.9	i	22	10%	.	.	.	1.9	1423	4.1	1.5	5.1	1	-7	-0.24	1244
COc1ccc(OC)c(C(c2nnnn2C(C)(C)C)N2CCc3ccccc3C2)c1 (stereo not drawn)	4.8	0.12	2.5	-2.7	i	5	-12%	i	.	.	-1.6	1180	2.8	1.9	10	10	16	-2.2	853
Cc1cc2c(cc1C)/C(=N/NC(=O)c1ccccn1)CCC2	-0.3	-0.062	-0.089	0.63	.	.	-5%	i	-15	718	-1.5	1152	.	.	.	.	.	-0.37	1387
CCn1ncc([N+](=O)[O-])c1C(=O)N1CCCC1	-0.25	-0.27	-0.14	0.56	i	-1	14%	i	4	735	-4.7	1220	2.5	1.9	5.9	-7	1	.	.
CC(C)N(C(=O)COC(=O)[C@@H]1CC(O)CN1S(=O)(=O)c1ccccc1[N+](=O)[O-])C(C)C (stereo partly drawn)	-0.11	-0.18	0.3	0.23	i	0	12%	i	24	683	-1.1	1101	1.5	1.7	8.5	-12	7	-0.12	1437
CC(=O)Nc1ccc2nc(NC(=O)COc3ccccc3C)sc2c1	-0.09	-0.28	-0.069	0.5	i	7	-31%	i	28	777	0.6	1027	3.5	2.2	3.9	9	-3	.	.
CCOC(=O)c1c(NC(=O)CN2CCCc3ccccc32)sc(C)c1CC	-0.073	-0.25	-0.0044	0.83	i	1	1%	i	6	607	-0.8	1123	2.3	1.9	15	-3	-8	0.24	1548
COc1cccc(Nc2ncccc2C(=O)Nc2ccccc2)c1	0.12	-0.099	0.2	-1.3	i	-7	12%	i	.	.	0.1	840	2.6	2.3	4.2	37	9	-0.32	1105
O=C(NC(C(=O)c1ccccc1)N1CCCCCC1)c1ccco1 (stereo not drawn)	-0.69	-0.11	-0.36	0.68	i	-51	0%	i	13	677	-2.0	1154	2.1	2.9	11	-8	-5	-0.09	1497
CC1CCCC(C)N1C(=O)CSc1nnnn1-c1cccc2c1CCCC2 (stereo not drawn)	-0.19	-0.24	-0.84	1.3	i	-1	4%	i	.	.	0.2	1226	3.8	1.3	3.6	-7	-5	-0.05	1391
CCOc1ccc(NC(=O)C2CC(=O)OC2c2ccccc2)cc1 (stereo not drawn)	0.093	-0.28	0.5	-0.62	i	7	23%	i	-1	689	1.3	1471	2.4	2.5	7.0	-6	1	0.61	1415
CC(C)(C)C(=O)/C=C(\N)c1ccccn1	0.6	-0.21	1	-0.47	i	0	11%	i	13	659	-1.1	1054	1.6	1.3	23	2	12	0.99	1893
Cc1ccc([N+](=O)[O-])cc1S(=O)(=O)N1CCC(C)CC1	-0.59	-0.32	-0.0039	0.86	i	-14	5%	i	1	693	-0.3	1009	.	.	.	-18	-19	-0.48	1509
CCN(CC)C(=O)c1ccc2nc3ccccc3nc2c1	0.46	-0.32	0.75	0.11	i	14	2%	i	-2	772	-8.3	367	2.6	0.9	15	-1	0	0.22	999
COc1ccc(-c2ccc(-c3nnc(-c4ccncc4)o3)cc2)cc1	-0.64	-0.17	0.002	0.14	i	-12	5%	i	.	.	2.0	1128	5.4	2.4	11	-11	5	-0.21	1062
CCCC(NS(=O)(=O)c1ccc(Br)cc1)C(=O)O (stereo not drawn)	0.34	-0.32	0.35	-0.34	i	7	7%	i	.	.	-3.1	977	3.9	1.9	6.7	6	-5	-0.28	1191

Entries from the list above that have a Cl atom, in the order listed:
smiles	Dynein transport	Dynein transport cytoplasmic EGFP	Dynein transport nuclear GR-EGFP	Dynein transport cell count	Autophagy HCS	Autophagy HCS cell loss 18 h	HEK293 NOD2/NF-kB	Yfh1-depleted yeast	Lipid droplet	Lipid droplet cells 6.5 µM	b-catenin transl	b-catenin transl cell count 5 µM	MT stabilizer	MT stabilizer Hoechst-high %	MT stabilizer cytotoxicity %	WT yeast gro inh	WT yeast gro inh mutant strain	Insulin prom up	Insulin prom up cell count
COc1ccc(Cl)cc1NC(=O)Cn1nc(-c2ccc(C)cc2)n(C)c1=S	-0.093	-0.061	-0.15	0.17	i	1	11%	i	-17	695	-2.6	560	2.8	2.1	2.1	9	-23	-0.62	1174
O=C(NCc1ccccc1Cl)C(=O)c1c[nH]c2ccccc12	-0.6	-0.11	-0.18	0.32	i	16	-9%	i	-7	733	0.2	1524	3.2	2.0	6.4	27	43	-0.13	1451

Assay outcomes (PubChem)
